UHRF1 binding: UHRF1 methyl-DNA binding inhibition. inhibition, % at 4.4 µM. UHRF1 binding to methylated oligo, TR-FRET. 0.75% of 370,000 active. Q96T88; in the data active = inhibition above about 21%;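 also: UHRF1 SRA domain binding a hemimethylated CpG hairpin DNA probe; 0% = median of test compound wells and 100% = reference inhibitor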
Target sequence (Q96T88 whole entry, looked up, the tested form may be a part): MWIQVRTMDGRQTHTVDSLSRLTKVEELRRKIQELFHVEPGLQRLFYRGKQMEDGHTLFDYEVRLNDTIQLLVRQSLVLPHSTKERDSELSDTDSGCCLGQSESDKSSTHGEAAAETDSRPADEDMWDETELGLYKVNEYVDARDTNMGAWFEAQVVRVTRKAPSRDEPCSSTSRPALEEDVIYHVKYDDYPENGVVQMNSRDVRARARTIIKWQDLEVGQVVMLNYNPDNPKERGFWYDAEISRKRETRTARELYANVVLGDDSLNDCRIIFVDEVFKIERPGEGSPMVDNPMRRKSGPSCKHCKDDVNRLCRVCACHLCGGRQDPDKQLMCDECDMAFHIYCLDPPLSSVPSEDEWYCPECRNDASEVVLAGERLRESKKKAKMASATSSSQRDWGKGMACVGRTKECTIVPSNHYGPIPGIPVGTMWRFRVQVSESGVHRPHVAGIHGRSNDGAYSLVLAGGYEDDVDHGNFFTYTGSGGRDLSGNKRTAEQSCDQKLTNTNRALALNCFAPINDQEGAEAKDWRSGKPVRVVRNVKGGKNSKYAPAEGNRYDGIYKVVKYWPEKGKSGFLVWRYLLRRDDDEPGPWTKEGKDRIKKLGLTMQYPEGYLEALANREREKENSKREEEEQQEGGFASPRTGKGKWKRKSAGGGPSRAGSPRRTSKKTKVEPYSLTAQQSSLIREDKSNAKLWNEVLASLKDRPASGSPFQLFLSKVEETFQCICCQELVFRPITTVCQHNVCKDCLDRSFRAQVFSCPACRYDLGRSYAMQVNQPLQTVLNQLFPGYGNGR
PG9 binder: small molecules binding HIV-1 gp120 antibody PG9. inhibition, % at 6.7 µM. 0.43% of 360,000 active. AID 624416. TR-FRET gp120-PG9 antibody binding; in the data active = inhibition above about 8.5%
Rev-erbA mod: modulators of human Rev-erb alpha DNA binding. P20393. AID 1259318. activity, % at 10 µM. 0.79% of 370,000 active. Rev-erbα–FITC-DNA binding, fluorescence polarization, 90 min;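 active = activity above about 14%, limit read from the data; passing the limit was not always enough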;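 also: 0% = DMSO wells with 35 nM protein and 100% = DMSO wells with 750 nM protein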
PRMT1 inh: PRMT1 (human) inhibition, primary screen | Q99873 | recombinant PRMT1, activity-based probe fluorescence polarization | inhibition, % at 2.79 µM | 1.3% of 370,000 active | AID 652257;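 active = inhibition above about 21% made by adding two undisclosed values, limit read from the data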
LEDGF integ inh: blocks HIV-1 LEDGF/p75-dependent DNA integration; AID 743269; TR-FRET IN-LEDGF/p75 DNA integration, Eu/Cy5; inhibition, % at 3.7 µM; 0.64% of 370,000 active;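 active = inhibition above the screen-wide mean plus 3 SD, cut at about 13% in these data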;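 also: signal is the Cy5 over europium emission ratio at 671 and 618 nm; 0% = plate median of compound wells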
TCR-CD3 inh: human TCR-CD3 binding inhibition; TAMRA-labeled TCR probe fluorescence, biochemical; inhibition, % at 9.4 µM; 0.37% of 360,000 active; AID 651800; in the data active = inhibition above about 19%;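 also: recombinant mutant TCR 2C K166C tagged with TAMRA read by polarization; 0% = receptor in buffer alone and 100% = receptor with positive control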
MBD2 inh: MBD2-methylated oligo binding inhibition | TR-FRET, MBD2 binding to methylated oligonucleotide | 0.31% of 370,000 active | inhibition, % at 4.4 µM; in the data active = inhibition above about 13%
rCAG RNA binder: binds r(CAG) RNA repeats. r(CAG) RNA repeat, TO-PRO-1 dye displacement fluorescence. AID 651821. 1.3% of 370,000 active. inhibition, % at 3 µM;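 active = inhibition above the plate cutoff, the mean of all test compounds on that plate plus 3 SD, cut at about 35% in these data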;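 also: 0% = DMSO alone and 100% = 100 µM mitoxantrone as full dye displacement; higher means more dye released from RNA so lower well fluorescence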
HTRA1 inh: inhibitors of human serine peptidase HTRA1; recombinant HTRA1, FP-rhodamine activity-based probe, fluorescence polarization; inhibition, % at 5.96 µM; 0.5% of 340,000 active; AID 504803; in the data active = inhibition above about 36%;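 also: 0% = enzyme with DMSO and 100% = wells lacking enzyme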
mABHD4 FP: inhibits mouse alpha/beta hydrolase domain 4; purified mABHD4, FP-Rh probe fluorescence polarization; 0.54% of 370,000 active; inhibition, % at 8.92 µM; AID 720543;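 active = inhibition exceeding the mean over every tested compound plus 3 SD, cut at about 30% in these data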;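 also: 0% = plate median of compound wells and 100% = S159A mutant with DMSO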
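system = mouse ABHD4 enzyme, wild type | medium = HEPES pH 7.0, NaCl, Pluronic buffer | also added = FP-Rh probe | incubation = Enzyme–compound pre-incubation 45 min, then probe 60 min, both 25 °C | technique = fluorescence polarization, excitation 525 nm, emission 598 nm, BODIPY TMR filters | controls = S159A mutant high control, sample median low control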
* = called active by the depositor; x = not tested or not shown. An excerpt; the hit share may differ from the screen's.

SMILES	UHRF1 binding	PG9 binder	Rev-erbA mod	PRMT1 inh	LEDGF integ inh	TCR-CD3 inh	MBD2 inh	rCAG RNA binder	HTRA1 inh	mABHD4 FP
Cc1ccc(C)c(Nc2c([N+](=O)[O-])c(=O)oc3ccccc23)c1	-0.9	0.0	4.0	2.5	-1.2	-1.2	-2.7	-0.8	-4.4	6.2
CN1CCc2c(sc3c2C(=O)NC(c2ccc(-c4ccc(Cl)cc4)o2)N3)C1 (stereo unspecified)	-8.3	-3.4	1.4	13.3	2.3	1.0	-3.4	-5.5	x	-1.6
COc1ccc(NC(=O)c2cc(=O)c3ccccc3o2)cn1	1.6	-3.3	2.5	6.2	0.1	3.4	1.7	-7.3	6.5	3.7
CN1CCN(S(=O)(=O)c2cccc(C(=O)NCCC3=CCCCC3)c2)CC1	4.5	-0.1	-2.3	8.6	-2.6	-2.0	-0.2	-2.0	-4.8	-5.9
COc1ccc(C(=O)c2ccc(OC)c(Br)c2)cc1Br	-2.0	18.9*	113.4*	-0.1	-1.7	4.8	-2.2	2.8	1.4	-2.0
CC(C)N1CCC2(CC1)N=C(c1ccc3c(c1)OCO3)CC(c1cc(Cl)ccc1O)N2 (stereo unspecified)	-0.8	-1.9	-1.0	1.3	-4.9	-2.7	-0.1	25.9	-51.1	-32.9
Clc1ccc(CN2CCC(c3ccccc3)CC2)cc1	-0.1	-1.2	6.8	-2.8	3.6	-7.6	-5.8	-2.8	8.5	1.8
Cc1ccc(C)c(NC(=O)COC(=O)Cc2ccsc2)c1	-0.3	1.5	1.0	0.0	-3.4	0.2	-4.2	-2.8	-9.4	-1.3
CC(=O)Nc1ccc(NC(=O)CN(C)S(=O)(=O)c2ccc3nc(C)sc3c2)cc1	2.6	1.5	-5.3	4.1	-3.2	-3.1	6.3	-2.6	-3.6	0.9
Cc1ccc(NC(=O)Cc2nnc(SCC(=O)c3ccc(Br)cc3)n2C)cc1	0.5	-1.1	-6.1	-0.3	-2.1	10.9	3.9	-0.4	-24.1	-0.3
Cc1nc2nc3c(cn2n1)C(=O)CC(C)(C)C3	0.3	-2.0	-0.5	0.6	-2.8	4.6	1.8	-1.7	14.5	-8.1
CCOC(=O)Cc1csc(NC(=S)NC(=O)c2ccccc2C)n1	-4.8	-1.2	0.6	-1.3	1.9	5.6	-0.2	-1.6	-4.0	-3.9
COc1cc2c(cc1NC(=O)CSc1nnc(-c3ccccc3C)n1Cc1ccco1)oc1ccccc12	0.9	x	-11.8	17.2	0.6	x	-4.0	12.1	x	-18.7
COc1cc(/C=C/C(=O)c2ccccc2O)cc(OC)c1OC	-0.3	-0.4	-0.9	5.0	1.5	8.3	0.9	0.4	-8.2	1.0
CCOC(=O)/C(C#N)=C/C=C1\C=Cc2ccccc2N1CC	-3.6	-13.3	73.6*	2.2	-3.5	-9.9	0.7	-0.4	11.3	-9.0
COC(=O)c1nc(N)sc1-c1ccc(Cl)cc1	-3.8	-1.6	5.1	-3.3	-2.4	-2.4	1.5	-0.9	-2.2	2.2
NC(=O)C1CCN(C(=O)CC(c2ccccc2)c2ccccc2)CC1	0.9	1.5	-4.7	1.9	1.7	1.9	-1.9	-2.4	7.6	6.1
Cc1c(Cl)cccc1NC(=O)C1CCN(S(C)(=O)=O)CC1	-1.0	-0.7	0.9	-2.6	-0.9	7.8	0.6	0.0	4.3	2.3
CNc1cncc(-c2cccc(NS(C)(=O)=O)c2)n1	-5.5	1.2	2.3	-1.2	0.8	-2.6	1.2	1.2	x	-2.2
O=C(CCC(=O)c1ccc(Cl)cc1)OCC(=O)c1ccccc1	-2.1	-3.0	3.3	-3.8	-1.9	4.4	1.7	-3.0	-5.6	-0.7
CC12CCC(C(=O)Nc3nc4ccccc4s3)(OC1=O)C2(C)C (stereo unspecified)	5.5	0.9	-0.2	6.9	-5.2	1.6	-0.8	5.1	2.3	-3.6
CN(CC(=O)NCCC1=CCCCC1)S(=O)(=O)c1ccc2c(c1)CCC(=O)N2	1.4	-0.3	-1.8	8.2	-2.4	-3.5	0.3	-0.1	0.6	7.1
COc1ccc(S(=O)(=O)NN(C)C)cc1N(C)S(=O)(=O)c1ccc(Cl)cc1	-1.9	-1.3	0.1	0.9	-3.2	-5.2	-1.9	2.8	-1.3	3.9
CCNc1c(C(=O)O)ccc2c1C(=O)c1ccccc1C2=O	-18.5	-8.9	0.9	-2.9	-2.9	0.9	-15.8	2.2	4.6	10.0
CC12CC(NC(=O)N1CCc1ccccc1)c1ccccc1O2 (stereo unspecified)	0.1	0.3	3.9	-3.7	-0.3	3.5	3.6	-6.6	-5.8	-1.6

Some of the entries above, set out differently.
SMILES | UHRF1 binding | PG9 binder | Rev-erbA mod | PRMT1 inh | LEDGF integ inh | TCR-CD3 inh | MBD2 inh | rCAG RNA binder | HTRA1 inh | mABHD4 FP
Clc1ccc(CN2CCC(c3ccccc3)CC2)cc1 | -0.1 | -1.2 | 6.8 | -2.8 | 3.6 | -7.6 | -5.8 | -2.8 | 8.5 | 1.8
CN1CCN(S(=O)(=O)c2cccc(C(=O)NCCC3=CCCCC3)c2)CC1 | 4.5 | -0.1 | -2.3 | 8.6 | -2.6 | -2.0 | -0.2 | -2.0 | -4.8 | -5.9

(cont.)
SMILES	UHRF1 binding	PG9 binder	Rev-erbA mod	PRMT1 inh	LEDGF integ inh	TCR-CD3 inh	MBD2 inh	rCAG RNA binder	HTRA1 inh	mABHD4 FP
O=C(c1cc2ccccc2cc1O)N1CCCC(C(F)(F)F)C1 (stereo unspecified)	-1.3	0.4	-0.7	3.8	-1.4	2.8	3.2	-6.2	-11.8	-1.4
O=C(CN(C(=O)c1ccccc1)C(=O)c1ccccc1)OCc1ccccc1	-0.7	0.1	0.9	-1.8	1.4	6.8	0.2	0.9	-22.0	-8.3
NC(COCc1ccccc1)c1csc(Nc2ccccn2)n1 (stereo unspecified)	-1.3	0.8	1.4	-1.8	6.4	0.4	-9.1	5.5	x	9.7
COc1ccc(C(C)C)cc1S(=O)(=O)NC1CCCC1	0.2	-0.2	1.3	2.9	-2.0	-9.7	-1.5	-7.1	2.7	-6.6
C=CCNC(=S)NC1CC(C)(C)NC(C)(C)C1	-0.1	0.4	-6.7	-1.1	-1.0	7.9	1.2	2.7	4.3	-7.0
COCC1CCN(C(=O)c2ccc3oc(C(C)C)nc3c2)C1 (stereo unspecified)	-0.9	2.0	-2.1	3.7	-2.3	1.3	-1.2	1.4	0.6	-0.9
CCn1c(SCC(=O)OC)nc2sc3c(c2c1=O)CC(C)(C)OC3	-1.5	-1.7	-1.9	-7.1	1.1	2.4	0.4	-5.3	11.4	1.6
CC(C)CSc1oc(-c2ccco2)nc1S(=O)(=O)c1ccccc1	4.7	-0.2	-4.4	7.5	0.3	-4.0	-4.5	7.3	-12.3	3.7
O=C(CN1C(=O)c2cccnc2Oc2ccc(Cl)cc21)N1CCCCCC1	3.3	-0.4	1.7	-5.0	3.3	-6.0	2.6	-3.8	7.4	-8.6
COc1cc(/C=C/C(=O)O)cc(OC)c1OC	-1.9	-1.4	2.2	1.5	-2.4	5.9	-2.9	2.3	1.2	-0.8
Cc1c(C(=O)c2ccc(N(C)C)cc2)c2ccccn2c1CCC#N	-1.4	-2.5	-8.2	-0.1	1.8	2.9	-6.1	3.7	1.6	7.3
C#Cc1ccc([C@H]2C=C(C(=O)NC3CC3)O[C@@H](OCC)[C@@H]2CCCO)cc1	1.0	-1.8	2.9	-4.4	-0.3	7.4	-5.8	0.5	-10.8	-5.9
COc1ccc(/C=C2\Sc3ccc(C(=O)N4CCOCC4)cc3N(C)C2=O)cc1	3.3	-0.1	-10.8	13.8	-2.4	-4.1	0.0	-0.6	-3.4	-1.2
CSc1nnc(SCC(=O)NC(=O)c2ccccc2)s1	2.8	1.0	7.0	-3.1	-0.4	-8.9	1.3	2.4	3.4	-7.8
Oc1ccc(Br)cc1C=Nc1ccc2c3c(cccc13)CC2	-6.0	-12.4	-6.7	55.7*	1.0	14.0	-8.5	-21.0	20.0	54.8*
COC(=O)Nc1ccc(S(=O)(=O)N2CCC(C(=O)N3CCCCC3C)CC2)cc1 (stereo unspecified)	3.0	3.2	0.4	4.5	-6.7	-2.5	-1.3	-0.2	-15.9	6.3
COc1ccc(CN2C(=O)c3ccc(C(=O)O)cc3C2=O)cc1	-1.7	-0.2	1.5	0.1	4.3	-2.8	-1.4	-0.3	5.8	8.0
CC(=O)c1ccc(N2CCN(C(=O)c3cc(S(=O)(=O)N4CCOCC4)ccc3C)CC2)cc1	2.8	-0.4	3.3	-6.0	-2.0	7.5	-6.9	2.2	8.1	-1.3
CCOc1cccc2sc(NC(=O)c3ccc(Br)s3)nc12	-0.8	-0.2	29.6*	2.7	-3.6	4.0	3.1	2.9	-18.2	10.0
CCOC(CCn1c(SCC(=O)NC2CCCC2)nc2ccccc2c1=O)OCC	0.8	-0.4	-1.8	-0.9	2.0	0.3	-5.8	-3.4	3.9	-2.9
Cc1ccc(SCc2ccc(C(=O)Nc3cc([N+](=O)[O-])ccc3C)cc2)cc1	2.7	-2.6	2.6	-1.9	3.0	3.2	-1.1	4.6	-6.0	-13.9
O=C(CNC(=O)N1CC(=O)Nc2ccccc21)NCc1cccc(Cl)c1	2.5	0.9	-1.7	2.8	1.1	-3.7	4.2	2.7	4.6	-8.9
O=C(Nc1cccc(-c2ccc(N3CCOCC3)nn2)c1)c1ccc(Cl)cc1	0.9	3.0	0.0	3.2	-0.5	-5.7	2.8	-0.5	-7.8	-4.0
O=C(CSc1nnc(CNC(=O)c2c(F)cccc2Cl)o1)Nc1ccc2c(c1)OCCO2	0.9	-0.7	0.0	3.1	1.5	-3.4	-4.8	3.2	-3.7	-5.5
O=C(COC(=O)c1ccccn1)c1ccc([N+](=O)[O-])cc1	-0.3	-1.8	5.9	20.5	0.7	2.8	-4.8	9.2	2.6	12.9
OC(CNCCc1ccc(Cl)cc1Cl)COc1ccccc1 (stereo unspecified)	1.5	-1.4	-2.5	2.3	-3.2	-2.4	5.1	-2.5	-12.2	9.8
Clc1ccc(-c2cc(-c3nnc4n3CCCCC4)c3ccccc3n2)cc1	-0.5	0.1	0.3	2.1	-1.3	2.2	1.1	1.9	-13.8	-3.8
CCOC(=O)C1(C)CCCN(C(=O)c2cc(C)oc2C)C1 (stereo unspecified)	-1.7	2.4	1.0	-4.8	5.9	-0.9	-6.1	1.0	x	-6.2

Single records, from the list above. Order of screens: UHRF1 binding | PG9 binder | Rev-erbA mod | PRMT1 inh | LEDGF integ inh | TCR-CD3 inh | MBD2 inh | rCAG RNA binder | HTRA1 inh | mABHD4 FP
C#Cc1ccc([C@H]2C=C(C(=O)NC3CC3)O[C@@H](OCC)[C@@H]2CCCO)cc1 as listed: 1.0 | -1.8 | 2.9 | -4.4 | -0.3 | 7.4 | -5.8 | 0.5 | -10.8 | -5.9
O=C(c1cc2ccccc2cc1O)N1CCCC(C(F)(F)F)C1 (stereo unspecified) as listed: -1.3 | 0.4 | -0.7 | 3.8 | -1.4 | 2.8 | 3.2 | -6.2 | -11.8 | -1.4
Cc1ccc(SCc2ccc(C(=O)Nc3cc([N+](=O)[O-])ccc3C)cc2)cc1 as listed: 2.7 | -2.6 | 2.6 | -1.9 | 3.0 | 3.2 | -1.1 | 4.6 | -6.0 | -13.9
